# Source: PubChem
# CHRM4 PAM = positive allosteric modulators of human muscarinic M4 receptor. CHO-K1 hM4/Gqi5, Fluo-8 calcium fluorescence, ACh EC20; 0% = ACh EC20, 100% = maximal ACh. hit rate 0.4% among 360,000. activation, % at 3 µM. P08173. AID 624126;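 active = activation above its plate's cutoff, the mean activation of sample wells plus 3 SD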; also: some results filed as inactive read as strong as hits
# Target sequence (P08173 whole entry, looked up): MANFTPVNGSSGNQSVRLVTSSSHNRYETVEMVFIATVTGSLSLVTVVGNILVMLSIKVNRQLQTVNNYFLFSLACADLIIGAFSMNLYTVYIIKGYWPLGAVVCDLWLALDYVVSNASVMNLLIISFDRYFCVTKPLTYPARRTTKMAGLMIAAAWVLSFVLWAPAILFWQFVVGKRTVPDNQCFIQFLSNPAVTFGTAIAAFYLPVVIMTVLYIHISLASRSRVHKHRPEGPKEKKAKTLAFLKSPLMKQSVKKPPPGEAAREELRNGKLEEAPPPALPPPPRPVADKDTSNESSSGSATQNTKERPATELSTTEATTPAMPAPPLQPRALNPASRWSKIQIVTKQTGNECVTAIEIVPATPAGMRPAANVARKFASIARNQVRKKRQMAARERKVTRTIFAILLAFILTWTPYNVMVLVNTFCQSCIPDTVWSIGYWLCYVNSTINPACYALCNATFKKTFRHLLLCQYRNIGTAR
# CHRM4 agonist = agonists of human muscarinic M4 receptor (CHRM4); CHO-K1 hM4/Gqi5, Fluo-8 calcium fluorescence; vehicle 0%, full acetylcholine response 100%; activation, % at 3 µM; hit rate 0.14% among 360,000; AID 624127;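 active = activation above the run mean over all test wells plus 3 SD, cut at about 32% in these data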;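 also: peak over basal fluorescence ratio per well then scaled between controls; 0% = DMSO wells and 100% = acetylcholine at EC100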
# M1 ag parental = counter-screen for M1 agonists: effect in parental CHO-K1 cells; Fluo-8 calcium fluorescence; scaled to maximal ATP response, vehicle zero; activation, % at 3 µM; hit rate 0.48% among 360,000; AID 602248; in the data active = activation above about 15%;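 also: untransfected CHO-K1 host cells lacking M1 receptor as counterscreen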
# CHRM5 agonist = CHRM5 agonism in calcium assay | AID 624037 | CHO-K1 hM5 cells, Fluo-8 calcium fluorescence; 0% DMSO wells, 100% maximal acetylcholine response | activation, % at 3 µM | hit rate 0.19% among 360,000;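 active = activation above the run's mean over test compounds plus 3 SD, cut at about 23% in these data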;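 also: signal is peak over basal fluorescence ratio across the kinetic read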
# Target sequence (P08912 whole entry, looked up): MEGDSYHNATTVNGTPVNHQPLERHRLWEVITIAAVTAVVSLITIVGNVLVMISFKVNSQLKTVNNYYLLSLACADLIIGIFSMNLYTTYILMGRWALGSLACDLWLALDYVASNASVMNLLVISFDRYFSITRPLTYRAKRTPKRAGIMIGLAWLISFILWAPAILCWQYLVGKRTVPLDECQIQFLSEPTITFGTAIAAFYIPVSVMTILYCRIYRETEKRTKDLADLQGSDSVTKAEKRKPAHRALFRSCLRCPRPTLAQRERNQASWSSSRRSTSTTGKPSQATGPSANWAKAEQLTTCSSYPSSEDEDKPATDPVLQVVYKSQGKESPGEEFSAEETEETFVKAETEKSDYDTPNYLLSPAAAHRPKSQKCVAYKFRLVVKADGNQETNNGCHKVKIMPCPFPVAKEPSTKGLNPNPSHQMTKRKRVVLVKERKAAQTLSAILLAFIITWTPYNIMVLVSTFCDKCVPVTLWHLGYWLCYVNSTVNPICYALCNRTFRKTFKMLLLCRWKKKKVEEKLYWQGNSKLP
# M4 antag = CHRM4 antagonism in calcium assay | P08173 | CHO-hM4 cells, ACh EC80, Fluo-8 calcium fluorescence | inhibition, % at 3 µM | hit rate 0.73% among 360,000 | AID 624125;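 active = inhibition above its plate's cutoff, the mean inhibition of sample wells plus 3 SD, cut at about 27% in these data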;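 also: 0% = acetylcholine EC80 with DMSO and 100% = DMSO without agonist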
# M5 PAM = potentiates acetylcholine response at human M5 receptor; activation, % at 3 µM; P08912; CHO-K1 hM5, Fluo-8 calcium, ACh EC20 PAM; 0% = ACh EC20, 100% = ACh EC100; hit rate 0.3% among 360,000; AID 624038;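 active = activation above the run cutoff, the mean activation of all test compounds plus 3 SD, cut at about 18% in these data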
#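 Assay system: CHO-K1 hM5 cells. Also added: acetylcholine at EC20 concentration, added after compound. Dosing: 3 µM, single dose. Times: compound preincubation 140 s before EC20 acetylcholine addition. Signal: Fluo-8 calcium fluorescence. Measure: % activation relative to EC20 and EC100 ACh responses. Repeats: singlicate, one well per test compound.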
# CHO-K1 Ca antag = nonselective inhibitor or artifact in parental CHO-K1 cells; inhibition, % at 3 µM; AID 602250; hit rate 0.6% among 360,000; ATP-induced calcium, Fluo-8 fluorescence;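 active = inhibition above a per-plate cutoff, the plate's mean sample inhibition plus 3 SD, cut at about 24% in these data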;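 also: 0% = DMSO plus EC80 ATP and 100% = DMSO alone without ATP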
# CHRM5 antagonist = blocks acetylcholine activation of human M5 receptor | P08912 | CHO-hM5 cells, Fluo-8 calcium fluorescence, ACh EC80 | inhibition, % at 3 µM | hit rate 0.59% among 360,000;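 active = inhibition above a per-plate cutoff, the mean of that plate's test compounds plus 3 SD, cut at about 27% in these data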;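 also: 0% = acetylcholine EC80 with DMSO and 100% = DMSO without agonist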
# M1 PAM parental = counter-screen for M1 PAMs: effect in parental CHO-K1 cells; ATP EC20, Fluo-8 calcium fluorescence; 0% at ATP EC20, 100% at ATP max; activation, % at 3 µM; hit rate 0.02% among 360,000;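 active = activation above the run cutoff, the mean activation of all test compounds plus 3 SD, cut at about 40% in these data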;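 also: peak over basal fluorescence ratio in a 140 s read after ATP addition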
# * marks the source's active call; other numbers are inactive results.
1	CCOC(=O)Cc1csc(NS(=O)(=O)c2ccc([N+](=O)[O-])cc2)n1
2	Cc1ccc(S(=O)(=O)NCC(=O)N2CCN(c3ccc(F)cc3)CC2)cc1
3	Clc1ccc2c(c1)[C@H]1OCC[C@H]1[C@@H](c1ccco1)N2
4	O=C(CSC(=S)N1CCOCC1)Nc1ncc2c(n1)CC(c1ccco1)CC2=O (configuration not stated)
5	CCN1C(=O)N(C)[C@@H](c2ccccc2)C(C(=O)OC)=C1C
6	CCc1ccc(N2CC(C(=O)OCC(=O)Nc3ccccc3C)CC2=O)cc1 (configuration not stated)
7	Cc1ccc(-c2nnn(CC(=O)N(c3ccccc3F)C(C(=O)NCC3CCCO3)c3c[nH]c4ccccc34)n2)cc1 (configuration not stated)
8	CSC(=S)N/N=C/c1ccccc1
assay / compound	1	2	3	4	5	6	7	8
CHRM4 PAM	0.5	-1.0	5.8	-1.8	7.3	8.2	0.5	-4.9
CHRM4 agonist	0.7	1.6	0.6	1.0	0.4	0.1	5.2	0.2
M1 ag parental	-0.1	3.2	-0.2	2.0	-0.3	-0.3	2.1	0.7
CHRM5 agonist	2.0	-2.6	-2.7	1.5	-3.5	0.6	3.8	-2.5
M4 antag	-4.2	7.8	-10.8	0.8	-2.0	-7.8	16.4	8.2
M5 PAM	-2.2	-5.3	-1.2	-1.9	4.8	4.9	1.4	-4.2
CHO-K1 Ca antag	-9.3	-5.7	1.2	-9.7	-5.8	-6.9	-5.3	-6.8
CHRM5 antagonist	12.2	23.2	1.7	7.0	1.4	-1.6	7.3	7.6
M1 PAM parental	-8.1	14.8	-5.3	27.9	14.5	3.2	15.8	19.1

9	O=C(O)C1CCCCC1C(=O)NCCc1ccncc1 (configuration not stated)
10	Cc1onc(-c2c(F)cccc2Cl)c1C(=O)NC1=NCCS1
11	CC(C)C[C@H](NC(=O)OC(C)(C)C)C(=O)N[C@@H](CO)[C@H](O)[C@@H]1C[C@@H]1C(=O)NC1CC1
12	COc1ccccc1-c1cc(C(=O)Nc2cc(C)on2)no1
13	O=S1(=O)CC(N2CC=CC2)CN1C1CCCCC1 (configuration not stated)
14	CC(C)Cc1ccc(CN2C(C(C)C)C(=O)N(Cc3cn(CCC4OCCO4)nn3)CCS2(=O)=O)cc1 (configuration not stated)
15	CN1CCN(C(=O)C2=C[C@H](c3csc4ccccc34)C[C@H](OCc3ccc(CO)cc3)O2)CC1
16	COc1ccc2c(c1)c(C(O)CN1CCN(Cc3ccc4c(c3)OCO4)CC1)c(C)n2C (configuration not stated)
assay / compound	9	10	11	12	13	14	15	16
CHRM4 PAM	0.7	-7.2	7.5	0.4	9.6	1.4	-0.7	-15.7
CHRM4 agonist	0.8	5.2	1.6	-0.5	1.5	3.5	6.9	0.8
M1 ag parental	0.4	0.9	0.7	0.1	1.4	0.5	2.2	0.6
CHRM5 agonist	-0.6	1.4	2.4	-1.3	1.4	-0.9	-0.9	-1.3
M4 antag	-2.2	8.8	-3.1	-11.1	1.2	-11.0	-3.2	12.6
M5 PAM	3.1	-5.5	9.1	1.8	2.6	-3.9	8.7	-0.6
CHO-K1 Ca antag	-2.9	-3.1	-19.6	-12.6	1.2	-21.4	0.0	-3.1
CHRM5 antagonist	-1.9	2.8	8.9	-5.5	-2.0	-2.6	7.6	-0.5
M1 PAM parental	12.0	-3.0	3.3	2.7	20.9	-0.3	8.2	2.1

# Entries from the list above that have a Cl atom, in the order listed:
3	Clc1ccc2c(c1)[C@H]1OCC[C@H]1[C@@H](c1ccco1)N2
10	Cc1onc(-c2c(F)cccc2Cl)c1C(=O)NC1=NCCS1
assay / compound	3	10
CHRM4 PAM	5.8	-7.2
CHRM4 agonist	0.6	5.2
M1 ag parental	-0.2	0.9
CHRM5 agonist	-2.7	1.4
M4 antag	-10.8	8.8
M5 PAM	-1.2	-5.5
CHO-K1 Ca antag	1.2	-3.1
CHRM5 antagonist	1.7	2.8
M1 PAM parental	-5.3	-3.0

# (continued)
17	CCCCC(=O)Nc1ccc(C(=O)NCc2ccncc2)cc1
18	COc1cc(/C=N/NC(N)=O)ccc1OCC(=O)Nc1ccc(C)c(C)c1
19	CC(=O)Nc1cccc(OCC(=O)Nc2ccccc2)c1
20	CCOC(=O)N/N=C(\C)c1ccc(C)c([N+](=O)[O-])c1
21	COc1ccccc1NC(=O)CCC(=O)OCC(=O)c1ccc(C)c([N+](=O)[O-])c1
22	COn1cnnc1-c1ccccc1
23	CSc1ncc2c(n1)-c1cc(C)ccc1SC2
24	O=C(Cn1ncc2c1-c1ccccc1OC2)N1CCN(Cc2ccccc2)CC1
assay / compound	17	18	19	20	21	22	23	24
CHRM4 PAM	5.7	5.3	1.8	10.3	-0.3	7.7	-8.3	-8.9
CHRM4 agonist	-0.6	9.9	1.5	0.5	2.0	0.7	6.4	7.2
M1 ag parental	0.1	1.8	0.8	0.0	0.4	0.2	1.2	5.4
CHRM5 agonist	3.4	2.0	-0.1	-1.9	-5.4	0.4	-1.1	2.8
M4 antag	7.9	1.9	-7.8	9.8	2.4	5.8	-7.8	5.0
M5 PAM	-2.8	-12.0	-2.2	2.9	-1.0	-2.2	-8.3	-9.2
CHO-K1 Ca antag	25.1*	1.8	-8.4	1.8	-3.3	-3.6	-6.5	-7.3
CHRM5 antagonist	1.9	13.9	1.3	-5.9	5.6	8.4	-2.2	8.4
M1 PAM parental	4.0	1.0	1.8	2.2	-3.1	-4.3	14.0	10.8

25	NC1=NC[C@@H](CC2CCCCC2)N1CCc1cc(C(F)(F)F)cc(C(F)(F)F)c1
26	O=C1CCCCN1CCC(=O)N1CCCC(N2CCN(c3ccccc3)CC2)C1 (configuration not stated)
27	CC(=O)N1CCCN(C(=O)c2cc(COc3c(F)cccc3F)on2)CC1
28	CC(C)S(=O)(=O)c1cnc(N2CCOCC2)nc1N
29	CS(=O)(=O)c1ccccc1C(=O)Nc1nc2ccccc2[nH]1
30	O=C(O)c1ccc(N=Nc2c(O)ccc3ncccc23)cc1
31	CCc1ccc(/C=N/NC(=O)c2cc(C3CC3)nc3ccc(Br)cc23)s1
32	Cc1nc2cc(NC(=O)N(C)c3ccc4ccccc4c3)ccc2o1
assay / compound	25	26	27	28	29	30	31	32
CHRM4 PAM	-14.0	4.1	4.8	1.7	9.4	0.5	-4.0	1.4
CHRM4 agonist	-0.7	0.2	2.0	0.0	0.6	1.0	0.0	2.2
M1 ag parental	0.3	0.6	0.6	1.8	1.0	-0.4	-0.1	1.5
CHRM5 agonist	-3.2	-5.4	-3.9	-4.2	2.2	-0.1	-6.3	1.5
M4 antag	23.9	-2.9	-18.5	-9.2	3.6	-1.8	-7.8	6.6
M5 PAM	-19.6	0.3	-8.6	-2.5	-1.2	2.6	-1.7	-3.5
CHO-K1 Ca antag	-4.9	3.3	-6.4	-10.3	-14.8	-3.7	-14.8	-9.2
CHRM5 antagonist	45.1*	-4.4	9.5	18.5	5.5	3.7	-5.7	-0.4
M1 PAM parental	7.2	13.0	9.2	-2.3	12.7	17.8	19.4	-2.4

33	CC(=O)Nc1ccc(NC(=O)[C@@H](NC(=O)N2C[C@H]3C[C@@H](C2)c2cccc(=O)n2C3)C(C)C)cc1
34	CC12CCC(=O)C=C1CCC1C2C(O)CC2(C)C1CCC21OCC1=O (configuration not stated)
35	Fc1ccccc1CSc1ncnc2sc3c(c12)CCCC3
36	CCC(=O)N1CCN(c2ccc(NC(=S)NC(=O)c3ccc(OC)c([N+](=O)[O-])c3)cc2)CC1
37	O=C(O)CCN1CC2([N+](=O)[O-])CC=C(OCCO)C([N+](=O)[O-])(C1)C2 (configuration not stated)
38	COc1cc(NC(=O)CCN2CC(C)OC(C)C2)cc(OC)c1 (configuration not stated)
39	O=C(Cn1cncn1)NCCC(c1ccccc1)c1ccccc1
40	COc1cccc(C2=CC(=O)CCC2)c1OC
assay / compound	33	34	35	36	37	38	39	40
CHRM4 PAM	1.4	-0.4	9.8	-11.8	0.5	-2.7	-0.3	1.2
CHRM4 agonist	1.3	2.4	-0.2	8.2	0.4	0.7	2.3	0.0
M1 ag parental	0.4	0.8	0.2	5.6	0.5	0.1	1.2	0.1
CHRM5 agonist	2.6	5.2	-4.0	8.6	-2.2	1.9	2.4	-1.7
M4 antag	-2.5	-1.9	0.7	6.2	0.2	-12.2	-6.1	-0.9
M5 PAM	-5.2	1.5	-0.2	-13.6	-4.4	-0.7	-3.5	-4.8
CHO-K1 Ca antag	-0.5	-5.3	-8.2	16.1	4.0	2.6	-15.7	-7.2
CHRM5 antagonist	4.3	0.8	0.5	12.2	7.9	-0.2	9.2	8.0
M1 PAM parental	23.4	0.6	26.7	-19.8	16.7	-0.7	7.2	5.3

# 5 structures already listed, arranged by SMILES length, falling:
36	CCC(=O)N1CCN(c2ccc(NC(=S)NC(=O)c3ccc(OC)c([N+](=O)[O-])c3)cc2)CC1
37	O=C(O)CCN1CC2([N+](=O)[O-])CC=C(OCCO)C([N+](=O)[O-])(C1)C2 (configuration not stated)
34	CC12CCC(=O)C=C1CCC1C2C(O)CC2(C)C1CCC21OCC1=O (configuration not stated)
38	COc1cc(NC(=O)CCN2CC(C)OC(C)C2)cc(OC)c1 (configuration not stated)
39	O=C(Cn1cncn1)NCCC(c1ccccc1)c1ccccc1
assay / compound	36	37	34	38	39
CHRM4 PAM	-11.8	0.5	-0.4	-2.7	-0.3
CHRM4 agonist	8.2	0.4	2.4	0.7	2.3
M1 ag parental	5.6	0.5	0.8	0.1	1.2
CHRM5 agonist	8.6	-2.2	5.2	1.9	2.4
M4 antag	6.2	0.2	-1.9	-12.2	-6.1
M5 PAM	-13.6	-4.4	1.5	-0.7	-3.5
CHO-K1 Ca antag	16.1	4.0	-5.3	2.6	-15.7
CHRM5 antagonist	12.2	7.9	0.8	-0.2	9.2
M1 PAM parental	-19.8	16.7	0.6	-0.7	7.2

# Going on with the list.
41	Cc1ccc(CNS(=O)(=O)c2cc3c(cc2C)N(C)CCO3)cc1
42	Cc1cccc(C(=O)NNC(=O)c2ccco2)c1
43	CCO[C@H]1OC(C(=O)NC2CC2)=C[C@@H](C)[C@@H]1CCCO
44	Cc1ccc2nc(-c3ccc(NC(=S)NCCC(C)C)cc3)sc2c1
45	CCCN(CCC)CCNC(=O)CCC(=O)Nc1ccc2nc(N3CCN(C)CC3)cc(C)c2c1
46	O=C(CCNC(=O)c1ccco1)Nc1ccc(SC(F)F)cc1
47	Cc1ccc(/C([O-])=C(/C(=S)NCc2ccccc2)[n+]2cccc(CO)c2)cc1[N+](=O)[O-]
48	COc1ccc(C(=O)Nc2cc(OC)cc3cccnc23)cc1
assay / compound	41	42	43	44	45	46	47	48
CHRM4 PAM	1.3	-3.1	16.5	-2.8	5.7	-4.7	-11.9	-6.5
CHRM4 agonist	1.0	0.5	1.2	0.9	-0.1	1.9	-0.2	-0.6
M1 ag parental	0.8	1.1	-0.5	0.1	0.2	1.3	0.4	-0.7
CHRM5 agonist	1.8	-1.5	-0.9	0.9	0.6	-3.4	-5.4	-6.9
M4 antag	-11.5	1.3	-6.7	-9.3	9.3	12.1	14.2	-4.1
M5 PAM	-0.4	-2.3	0.4	1.1	7.4	4.0	3.9	-5.8
CHO-K1 Ca antag	-3.1	-13.4	7.9	-4.4	-11.3	-9.2	-15.1	-9.1
CHRM5 antagonist	-0.4	3.2	8.9	-5.2	-1.8	15.5	9.4	7.2
M1 PAM parental	4.0	21.8	-0.7	4.2	20.5	10.0	-9.4	-7.2
